High-throughput results as filed in PubChem.
TAAR1 antagonist: human TAAR1 antagonism | Q96RJ0 | CHO RD-HGA16 TAAR1, Fluo-8 calcium fluorescence, antagonist | inhibition, % at 3 µM | 360,000 tested, 1.5% active;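 active means inhibition above a per-plate cutoff, the mean inhibition of test compounds on that plate plus 3 SD, cut at about 49% in these data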;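 further: 0% = DMSO plus EC80 beta-PEA response and 100% = DMSO alone without agonist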
Target sequence (Q96RJ0 whole entry, looked up): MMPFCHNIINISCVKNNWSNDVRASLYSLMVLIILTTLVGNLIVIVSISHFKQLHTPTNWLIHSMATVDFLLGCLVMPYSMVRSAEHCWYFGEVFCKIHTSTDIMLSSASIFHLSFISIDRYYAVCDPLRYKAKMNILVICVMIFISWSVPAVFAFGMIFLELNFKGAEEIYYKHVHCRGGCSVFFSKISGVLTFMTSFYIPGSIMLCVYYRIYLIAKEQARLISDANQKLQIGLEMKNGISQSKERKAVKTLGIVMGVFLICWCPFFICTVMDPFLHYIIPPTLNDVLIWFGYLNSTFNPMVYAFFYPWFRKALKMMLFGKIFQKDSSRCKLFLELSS
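Assay system: RD-HGA16 CHO cells with stable hTAAR1 and Gα16 / Reagent: EC80 β-phenethylamine stimulus / Doses: 3 µM, single point / Timing: dye loading 75 min at 37 °C, then 30 min room temperature / Measured by: Fluo-8 intracellular calcium dye fluorescence, real-time kinetic reads / Controls: vehicle wells and EC80 agonist wells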
M1 PAM parental: counter-screen for M1 PAMs: effect in parental CHO-K1 cells; ATP EC20, Fluo-8 calcium fluorescence; 0% at ATP EC20, 100% at ATP max; activation, % at 3 µM; 360,000 tested, 0.02% active;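 active means activation above the run cutoff, the mean activation of all test compounds plus 3 SD, cut at about 40% in these data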;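 further: peak over basal fluorescence ratio in a 140 s read after ATP addition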
TAAR1 agonist: human TAAR1 agonism. Q96RJ0. CHO RD-HGA16 TAAR1, Fluo-8 calcium fluorescence; vehicle wells 0%, saturating PEA agonist 100%. activation, % at 3 µM. 360,000 tested, 0.99% active;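 active means activation above the mean activation of all test compounds in the run plus 3 SD, cut at about 38% in these data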
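Test system: RD-HGA16 (CHO) cells co-expressing Gα16 and hTAAR1 / Benchmarks: DMSO vehicle as 0%, PEA at EC100 as 100% / Repeats: no replicates (n 1) / Measure: % activation from peak over basal fluorescence ratio, DMSO-to-PEA scaled / Timing: 17-24 h plating, Fluo-8 75 min 37 °C, 30 min RT / Technique: kinetic Fluo-8 calcium fluorescence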
CHRM5 agonist: agonists of human muscarinic M5 receptor (CHRM5) | CHO-K1 hM5 cells, Fluo-8 calcium fluorescence; 0% DMSO wells, 100% maximal acetylcholine response | 360,000 tested, 0.19% active | P08912 | AID 624037 | activation, % at 3 µM;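 active means activation above the run's mean over test compounds plus 3 SD, cut at about 23% in these data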;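 further: signal is peak over basal fluorescence ratio across the kinetic read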
CRFBP-R2 block: CRF-BP/CRF-R2 complex antagonism | HEK293 CRF-R2/CRF-BP, CRF-induced calcium fluorescence | inhibition, % at 11.8 µM | 350,000 tested, 0.59% active | AID 588475;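 active means inhibition of the ligand-induced calcium signal above about 50% at the single tested concentration, limit read from the data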
CRFBP-R2 agonist: CRF-BP/CRF-R2 complex agonism; AID 588473; activation, % at 13.2 µM; HEK293 CRF-R2/CRF-BP, calcium dye fluorescence (FLIPR); percent of saturating CRF peptide response; 350,000 tested, 0.46% active;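 active means activation of at least 50%, plus an integration ratio under a set limit after plate pattern correction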;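 further: plate controls were neutral control wells without compound for no effect and CRF at EC100 for full effect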
CHRM5 PAM: CHRM5 positive allosteric modulation. P08912. CHO-K1 hM5, Fluo-8 calcium, ACh EC20 PAM; 0% = ACh EC20, 100% = ACh EC100. activation, % at 3 µM. 360,000 tested, 0.3% active. AID 624038;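 active means activation above the run cutoff, the mean activation of all test compounds plus 3 SD, cut at about 18% in these data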
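Replicates: One well per compound, no replicates | System: Human M5 receptor in CHO-K1 cells | Benchmarks: Low control EC20 acetylcholine (0%), high control EC100 acetylcholine (100%) | Probe or stimulus: Acetylcholine, EC20 level | Times: Fluo-8 loading 80 min at 37 °C plus 30 min room temperature | Signal: Intracellular calcium via Fluo-8 fluorescence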
CHRM4 PAM: potentiates acetylcholine response at human M4 receptor | AID 624126 | 360,000 tested, 0.4% active | P08173 | activation, % at 3 µM | CHO-K1 hM4/Gqi5, Fluo-8 calcium fluorescence, ACh EC20; 0% = ACh EC20, 100% = maximal ACh;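 active means activation above its plate's cutoff, the mean activation of sample wells plus 3 SD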; further: some results filed as inactive read as strong as hits
Target sequence (P08173 whole entry, looked up): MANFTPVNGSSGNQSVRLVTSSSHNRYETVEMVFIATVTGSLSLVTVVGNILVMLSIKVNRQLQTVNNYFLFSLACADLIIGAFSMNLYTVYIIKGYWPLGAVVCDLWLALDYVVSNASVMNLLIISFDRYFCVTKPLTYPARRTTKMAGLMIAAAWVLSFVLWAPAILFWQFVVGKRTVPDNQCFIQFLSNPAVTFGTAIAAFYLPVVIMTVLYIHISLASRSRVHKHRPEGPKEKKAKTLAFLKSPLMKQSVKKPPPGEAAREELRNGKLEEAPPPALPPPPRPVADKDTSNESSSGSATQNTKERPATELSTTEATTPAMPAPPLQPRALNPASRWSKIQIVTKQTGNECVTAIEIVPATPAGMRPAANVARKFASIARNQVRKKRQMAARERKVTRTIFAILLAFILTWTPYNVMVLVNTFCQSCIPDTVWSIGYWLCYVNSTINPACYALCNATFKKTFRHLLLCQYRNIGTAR
CHRM5 antagonist: CHRM5 antagonism in calcium assay | P08912 | 360,000 tested, 0.59% active | CHO-hM5 cells, Fluo-8 calcium fluorescence, ACh EC80 | inhibition, % at 3 µM;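 active means inhibition above a per-plate cutoff, the mean of that plate's test compounds plus 3 SD, cut at about 27% in these data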;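 further: 0% = acetylcholine EC80 with DMSO and 100% = DMSO without agonist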
Numbers without * were called inactive; . = no result given. Outcome played no part in choosing rows, and some 4.2% of all compounds hit somewhere here.

SMILES | TAAR1 antagonist | M1 PAM parental | TAAR1 agonist | CHRM5 agonist | CRFBP-R2 block | CRFBP-R2 agonist | CHRM5 PAM | CHRM4 PAM | CHRM5 antagonist
CCCCNC(=O)O[C@@H]1C[C@@H]2CCN3C(=O)CCC[C@H]([C@H]1CC)[C@H]23 | 7 | 10 | 0 | 3 | -2 | -1.4 | -3 | 2 | 6
CC(C)(C)C(CO)NC(=O)c1ccc[nH]1 (centres undefined) | 2 | 4 | 13 | 4 | 0 | -1.2 | 2 | 2 | 0
COc1ccc(S(=O)(=O)Nc2cccc3c2O[C@H](CN(C)S(=O)(=O)c2ccccc2)[C@@H](C)CN([C@H](C)CO)C3=O)cc1 | 27 | 14 | -1 | 1 | 34 | -1.9 | -2 | -2 | 14
COC(=O)COc1ccc2c(=O)c(Oc3ccccc3)c(C)oc2c1 | 24 | 18 | -1 | 0 | -1 | 1.2 | 2 | 0 | -3
Cc1ccccc1-n1nnnc1SCC(N)=O | 3 | 24 | 11 | 3 | 23 | 0.1 | 5 | 3 | -3
Cc1c(NS(=O)(=O)c2cccc3nsnc23)c(=O)n(-c2ccccc2)n1C | 11 | -4 | 0 | -4 | 9 | 1.5 | 3 | 13 | 4
COc1ccccc1NC(=O)c1nnn(CC(=O)Nc2ccccc2)c1N | -5 | 8 | 16 | -3 | 14 | -0.3 | -1 | 1 | 3
Cc1cccc(-n2c(C)nc3c(cnn3-c3ccc(F)cc3)c2=O)c1 | 29 | 6 | 3 | 1 | 12 | -0.2 | -18 | -7 | 15
CCOCc1c(C(=O)N2CCN(CCOc3ccc(Cl)cc3)CC2)oc2ccccc12 | 20 | -4 | -2 | 0 | 4 | 0.1 | -9 | -5 | 2
COc1ccc(CNc2cccc(F)c2)cc1Br | 5 | 32 | 6 | 0 | -7 | 0.1 | -4 | 0 | 2
CC(C)NC(=O)N(C)C[C@@H]1OCc2cnnn2CCCC(=O)N([C@H](C)CO)C[C@@H]1C | 14 | 13 | 0 | -1 | -15 | 5.6 | 1 | 11 | 3
O=C(O)CCNC(=O)c1cncc(Br)c1 | -23 | 7 | 3 | 3 | 6 | -0.6 | -8 | 6 | 3
CCCc1cc(=O)[nH]c(SCC(=O)Nc2cccc3ccccc23)n1 | -3 | 16 | 0 | 0 | 2 | 0.0 | -1 | 4 | -12
COCC(=O)Nc1ccc(C)c(Cl)c1 | -4 | 0 | 12 | 0 | -2 | 0.8 | -2 | 0 | 3
COc1ccc(NC(=O)CSc2nc(C3CC3)nc3ccccc23)c(OC)c1 | 1 | 35 | 7 | 0 | -1 | -0.1 | 3 | -8 | 13
Cc1ccc(S(=O)(=O)NC(=O)c2cc(C)n(-c3ccccc3)c2C)cc1 | 4 | 19 | 1 | -1 | 6 | 0.1 | 5 | 2 | -3
Cc1ccc(C(=O)NCCC(=O)NCc2cc(=O)n(C)c(=O)n2C)cc1 | -4 | 27 | 0 | -2 | -14 | 3.6 | 2 | 2 | -3
CC(C)[C@@H](CO)NC(=O)c1ccc2c3n(nc2c1)-c1ccccc1CO3 | 15 | -1 | 5 | 2 | -4 | -2.5 | -1 | 9 | 9
CCS(=O)(=O)N1Cc2cc(C(=O)NCC3CC3)nc(-c3cccc(-c4cccnc4)c3)c2[C@@H]1CCO | -10 | 25 | 9 | 3 | . | . | 4 | 0 | 2
S=c1[nH]ccn1-c1ccc(Cl)cc1 | -1 | 14 | 1 | -2 | -16 | -0.5 | 1 | -4 | 8
Cc1csc(NC(=O)c2ccccc2O)n1 | -3 | 11 | -1 | 3 | 3 | 4.4 | -2 | 6 | -3
COc1ccc(CNC(=O)[C@@H](Cc2ccccc2)NC(=O)CC[C@H]2O[C@@H](n3ccc(=O)[nH]c3=O)[C@H](O)[C@@H]2O)cc1 | 5 | 30 | 1 | 0 | . | . | 7 | 12 | 6
CCOc1ccc2nc(NC(=O)CSc3nnc(-c4ccncc4)n3CC3CCCO3)sc2c1 (centres undefined) | 8 | 10 | 2 | -4 | -8 | -0.2 | -12 | -1 | 9
NC1(C#Cc2ccc3oc(=O)c(-n4cc(-c5ccsc5)nn4)cc3c2)CCCCC1 | 8 | 9 | 3 | -5 | -13 | 2.9 | 1 | -1 | 3
O=C(NC1CCCCC1)c1ccc(CNc2c(N3CCOCC3)c(=O)c2=O)cc1 | 0 | 6 | 1 | 0 | 4 | 1.5 | -1 | -2 | -1
Clc1ccc(-c2ccccc2)cn1 | 7 | 10 | 7 | 2 | -2 | 0.3 | 2 | -1 | 13
O=C(O)c1ccc2cccnc2n1 | 4 | 19 | 9 | -2 | -2 | 0.7 | -3 | -4 | 5
CCOc1nc(-c2ccccc2)ccc1-c1noc(-c2ccc(OC)c(OC)c2)n1 | 3 | 24 | 1 | 1 | -5 | 2.7 | 0 | 9 | 4
COc1ccc(S(=O)(=O)N2CCN(C(=S)NC3CCCCC3)CC2)cc1 | 2 | 9 | 2 | -2 | 21 | 0.7 | 4 | -2 | -4
CCC(Sc1ncccc1C(=O)O)C(=O)N1CCCC1 (centres undefined) | 5 | -10 | 3 | 3 | 3 | -0.3 | -5 | 7 | 6

Reprinted from the part before: 3 entries, followed by the next part.
SMILES | TAAR1 antagonist | M1 PAM parental | TAAR1 agonist | CHRM5 agonist | CRFBP-R2 block | CRFBP-R2 agonist | CHRM5 PAM | CHRM4 PAM | CHRM5 antagonist
CCOc1nc(-c2ccccc2)ccc1-c1noc(-c2ccc(OC)c(OC)c2)n1 | 3 | 24 | 1 | 1 | -5 | 2.7 | 0 | 9 | 4
COc1ccc(S(=O)(=O)N2CCN(C(=S)NC3CCCCC3)CC2)cc1 | 2 | 9 | 2 | -2 | 21 | 0.7 | 4 | -2 | -4
CCC(Sc1ncccc1C(=O)O)C(=O)N1CCCC1 (centres undefined) | 5 | -10 | 3 | 3 | 3 | -0.3 | -5 | 7 | 6
CCC(=O)Nc1ccc(S(=O)(=O)NC[C@H]2O[C@@H](n3cnc4c(=O)[nH]c(N)nc43)[C@H](O)[C@@H]2O)cc1 | -11 | 9 | 0 | 1 | . | . | -1 | 2 | 13
Cc1ccc(-c2nn(C)c(=O)c3ccccc23)cc1CNC(=O)/C=C/c1ccccc1 | 13 | 20 | -1 | -1 | 10 | -0.6 | 0 | -6 | 2
Cc1ccc(-c2nn(-c3cc(N4CCNCC4)ccc3[N+](=O)[O-])c(=O)c3ccccc23)cc1 | 13 | -4 | 14 | -5 | -43 | -0.9 | -6 | -8 | 10
CC(C(=O)NCC1CCCCC1)N(C)Cc1ccc(Cl)cc1 (centres undefined) | -15 | -8 | -1 | -4 | -8 | 0.2 | -3 | -8 | 9
CCCn1c(SCC(=O)N2c3ccccc3CC2C)nnc1-c1ccco1 (centres undefined) | 12 | 18 | 6 | -1 | 12 | 3.5 | -11 | 0 | 13
CCc1ccc(S(=O)(=O)N2CCN(Cc3ccco3)CC2)cc1 | 8 | -17 | -1 | -4 | 26 | -8.4 | -8 | -6 | 2
CCC(CO)Oc1cc(NCc2ccc(Cl)cc2Cl)c2ncn(C(C)C)c2c1 (centres undefined) | 22 | 10 | 19 | 19 | -10 | 0.8 | 14 | 4 | -1
O=C(CSc1nc(Nc2ccccc2)nc(N2CCOCC2)n1)N1CCCC1 | -3 | 16 | 7 | -1 | 2 | -2.9 | -4 | 3 | -2
O=C(Nc1ccc(Cl)cc1)c1csc(-c2ccccc2)n1 | 20 | 6 | 8 | 0 | 8 | 9.2 | 4 | 34* | 2
COc1cc(C(=O)NC2CCN(Cc3nnnn3Cc3ccc(F)cc3)CC2)cc(OC)c1OC | 12 | 12 | -2 | -10 | 1 | -1.4 | 3 | 1 | -8
CCOC(=O)c1csc(NC(=O)CN2CCOCC2)n1 | 1 | 6 | 1 | 0 | 5 | 2.9 | -2 | 0 | 6
Cc1[nH]c2ccccc2c1-c1nc2ccccc2[nH]1 | 10 | 9 | 9 | 2 | -5 | -1.2 | 11 | -2 | 0
Cc1ccc(S(=O)(=O)NC(C)(C)CN2CCC(Cc3ccccc3)CC2)cc1 | -24 | 6 | 1 | -13 | 4 | 1.1 | -14 | -22 | 4
O=C(CCC(=O)Nc1ccc(Br)cc1)N/N=C/c1ccc(F)cc1 | 5 | 9 | 18 | -2 | -6 | 0.0 | 7 | -6 | 1
CC(CC(=O)Nc1nccs1)c1ccccc1 (centres undefined) | -1 | 2 | 3 | 3 | -16 | -0.4 | 5 | 1 | 11
CCCN(C(=O)CSc1ccccc1C(=O)O)C1CCS(=O)(=O)C1 (centres undefined) | 7 | -10 | 1 | 1 | 2 | 1.2 | -9 | 1 | 11
O=C(COC(=O)c1nc(Cl)ccc1Cl)c1ccc(Cl)s1 | -19 | 22 | -1 | -4 | -2 | -0.8 | 2 | 6 | 1
Oc1c(Br)cc(Br)cc1C=Nc1ccc2c(c1)OCCO2 | 29 | 3 | 6 | 0 | -4 | 5.9 | 1 | -3 | -13
O=C(Nc1sc2c(c1C(=O)O)CCCC2)c1ccccc1Cl | -9 | 19 | -2 | -2 | 8 | 0.1 | 6 | 3 | 4
CCN(CC)CCCNC(=O)c1cc(Sc2nnc(C)s2)nc2ccccc12 | -1 | 17 | 2 | -2 | 1 | -1.9 | -6 | 1 | 8
COc1ccc2ccn(S(=O)(=O)c3ccccc3)c2c1 | -12 | 25 | 13 | -3 | 13 | -0.4 | -5 | -4 | 7
CC(C)(C)C(=O)NC1CCN(S(=O)(=O)c2ccccc2F)CC1 | -3 | -4 | 2 | -4 | -4 | -0.3 | -3 | -2 | -6
Nn1c(SCc2cccc(Br)c2)nnc1-c1ccncc1 | -21 | 13 | 2 | -1 | -9 | -0.7 | -18 | -10 | 18
COc1ccc(CC(=O)NNc2ncnc3c2cnn3-c2ccccc2)cc1 | 3 | -3 | 4 | 2 | 7 | -2.6 | 6 | 2 | 0
O=C(O)C1c2ccccc2C(=O)N(Cc2ccc(F)cc2)C1c1ccncc1 (centres undefined) | -12 | 9 | 0 | 6 | 4 | 5.8 | 27* | -2 | -22
Cc1ccc(C)c(OCc2nnc(SCC(=O)NCc3ccc4c(c3)OCO4)o2)c1 | -8 | 5 | 5 | 0 | -2 | -7.1 | -8 | 0 | 10
CCC(CC)NC(=O)C1CCN(S(=O)(=O)c2cccs2)CC1 | 13 | 23 | 4 | -3 | 15 | -1.6 | 3 | -2 | -6
COc1ccc(-n2c(=O)c3ccccc3n(CC(=O)NC3CCCCC3)c2=O)c(OC)c1 | 0 | 6 | 6 | -4 | 10 | 1.3 | -5 | 4 | 7
O=C(Nc1ccc(Cl)cc1)Nc1ccccc1C(=O)O | 16 | -5 | 10 | 2 | 5 | 1.7 | 3 | -3 | 15
